Menin MLL FP TR: qHTS Assay for Inhibitors Targeting the Menin-MLL Interaction in MLL Related Leukemias: Competition With Texas Red Labeled MLL-derived Mutant Peptide; Menin + Texas Red MLL mutant peptide, fluorescence polarization; Potency, µM (titrated, usually from 61.6 µM), without a hit: at the highest dose FP activity change, negative = inhibition, actives largely listed as inhibitors; AID 1768, 2009; 270,000 compounds, 0.23% hits; O00255; active = well fitted inhibition curve with a large enough effect in the polarisation, with a control signal flat, not every such curve was filed as active; inconclusive = small, poorly fitted or top-dose-only effect, or effect the other way, or a change in a side signal; inactive = no such curve, though single readings can be large or run the other way; the % refers to the polarisation; also: potency is read from the fitted curve at half-maximal effect; % of control where 0% means no effect; many of its hits are not listed in these tables
Target sequence (O00255 whole entry, looked up): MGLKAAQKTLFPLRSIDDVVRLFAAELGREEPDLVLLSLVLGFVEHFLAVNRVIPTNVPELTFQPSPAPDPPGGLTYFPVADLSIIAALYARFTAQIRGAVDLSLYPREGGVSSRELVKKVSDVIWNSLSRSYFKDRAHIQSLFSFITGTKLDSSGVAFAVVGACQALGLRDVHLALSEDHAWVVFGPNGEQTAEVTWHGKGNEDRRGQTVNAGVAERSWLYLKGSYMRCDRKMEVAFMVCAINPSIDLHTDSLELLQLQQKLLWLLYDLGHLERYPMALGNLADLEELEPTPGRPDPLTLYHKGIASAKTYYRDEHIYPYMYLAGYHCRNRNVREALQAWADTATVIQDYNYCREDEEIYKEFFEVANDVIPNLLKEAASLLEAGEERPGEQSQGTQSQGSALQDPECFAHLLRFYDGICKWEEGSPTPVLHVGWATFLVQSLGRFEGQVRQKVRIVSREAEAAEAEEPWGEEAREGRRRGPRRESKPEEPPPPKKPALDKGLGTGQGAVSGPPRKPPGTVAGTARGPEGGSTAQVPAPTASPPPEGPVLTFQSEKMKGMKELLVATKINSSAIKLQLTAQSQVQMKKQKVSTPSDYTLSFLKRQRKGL
NPC1 prom act: qHTS Assay for NPC1 Promoter Activators | AID 485313, 2010 | Potency, µM (highest dose often 9.22 µM), without a hit: at the top dose activation, actives largely listed as activators | 320,000 compounds, 2.4% hits | Huh7 NPC1 promoter luciferase reporter, 24 h;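 also: potency is read from the fitted curve at half-maximal effect; % of control where 0% means no effect; nearly all actives have a fitted effect of over 60% in size; reporter is driven by a mutant NPC1 promoter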
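Stably transfected Huh7 (NPC1 promoter→luciferase), 1500 cells/well in Opti-MEM + 10% FBS, 2 h settle, then compound 24 h at 37 °C. Luminescence after 10 min with Amplite reagent.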
ELG1 genotoxic: qHTS screen for small molecules that induce genotoxicity in human embryonic kidney (HEK293T) cells expressing luciferase-tagged ELG1 | 330,000 compounds, 1.3% hits | AID 504466, 2011 | Potency, µM (series often up to 46 µM), for the others: at the top dose activity change, positive = activation, hits mostly activators | HEK293T ELG1-luciferase reporter, luminescence, 16 h; also: potency is read from the fitted curve at half-maximal effect; % of control where 0% means no effect; nearly all actives have a fitted effect of over 60% in size
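Genotoxicity was scored as increased ELG1-luciferase reporter signal, measured by ONE-Glo luminescence (30 min, room temperature). Compound or vehicle exposure of the HEK293T reporter cells lasted 16 hr at 37°C.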
Rab9 promoter act: qHTS Assay for Rab9 Promoter Activators; Potency, µM (doses to about 9.22 µM), for inactives: at the highest dose activation, negative = inhibition, hits mostly activators; AID 485297, 2010; 320,000 compounds, 2.8% hits; Huh7 Rab9 promoter-luciferase reporter, luminescence, 24 h; also: potency is read from the fitted curve at half-maximal effect; % of control where 0% means no effect; nearly all actives have a fitted effect of over 60% in size
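Cell-based reporter: Huh7 stable for Rab9 promoter-driven luciferase, plated in reduced-serum medium with 10% FBS at 1500 cells/well, compound-treated 24 h at 37 °C, luminescence read after 10 min reagent.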
PKM2 activator: qHTS Assay for Activators of Human Muscle isoform 2 Pyruvate Kinase; Pyruvate kinase PKM (Homo sapiens), P14618; Potency, µM (series often up to 57.5 µM), for the others: at the highest dose activation, usual class: activators; purified PKM2, Kinase-Glo ATP luminescence, activation; response scale: 0% is enzyme alone, no compound; 260,000 compounds, 0.34% hits; AID 1631, 2009; also: potency is read from the fitted curve at half-maximal effect; % is scaled to controls: 0 for no effect and ±100 for the full control effect; nearly all actives have a fitted effect of over 55% in size
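Purified hPK-M2 (>95%) run at intermediate activity with 0.1 mM ADP and 0.5 mM PEP in 50 mM imidazole pH 7.2, KCl, MgCl2; 1 h room temperature. ATP formed read by Kinase-Glo luminescence; normalized to uninhibited and no-enzyme controls.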
Gal4-VP16 FLuc: VP16 counterscreen qHTS for inhibitors of ROR gamma transcriptional activity | Drosophila S2 Gal4-VP16 UAS-luciferase, luminescence, 20 h | Potency, µM (titrated, usually from 53.6 µM), inactives show at the top dose activity, negative = inhibition, usual class: inhibitors | AID 2546, 2010 | 310,000 compounds, 3.5% hits;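 also: Gal4-VP16 expression switched on by copper sulfate through the metallothionein promoter; potency is read from the fitted curve at half-maximal effect; % is scaled to controls: 0 for no effect and ±100 for the full control effect; nearly all actives have a fitted effect of over 50% in size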
BRCA1 expr up: qHTS Assay to Identify Small Molecule Activators of BRCA1 Expression. Potency, µM (top dose mostly 46.1 µM), for inactives: at the highest dose activation, usual class: activators. 380,000 compounds, 1.1% hits. AID 624202, 2012. MCF7-BRCA1-FFLuc reporter, luminescence, 48 h; response scale: scaled: vehicle 0%, 10 µM genistein 100%; also: potency is read from the fitted curve at half-maximal effect; nearly all actives have a fitted effect of over 80% in size; some results filed as inactive show a strong effect at the top dose
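Activators of BRCA1 expression were detected as increased firefly luciferase luminescence in engineered MCF7 cells after 48 h compound incubation. Signals were scaled to genistein 10 microM as full activation.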
Giardia kill: Small Molecules that selectively kill Giardia lamblia: qHTS; Giardia lamblia trophozoite viability; activity change, % at 7.66 µM, hits read low; 340,000 compounds, 0.15% hits; in the data active = activity change below about -80%; inconclusive = between about -30% and that limit;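 also: parasites exposed to compound for two days anaerobically before the ATP read; % is scaled to controls: 0 for no effect and ±100 for the full control effect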
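ATP-content bioluminescence gauges trophozoite survival. Cells (100/well) receive compound and incubate anaerobically for 48 hrs at 37 deg C; detection reagent follows for 15-30 min at room temperature.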
FLuc modulator: qHTS profiling assay for firefly luciferase inhibitor/activator using purifed enzyme and Km concentrations of substrates (counterscreen for miR-21 project); Luciferin 4-monooxygenase (Photinus pyralis), P08659; purified FLuc, Km substrates, luminescence inhibition; Potency, µM (titrated, usually from 57.5 µM), without a hit: top-dose activity change, negative = inhibition, usual class: inhibitors; 360,000 compounds, 6.9% hits;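 also: potency is read from the fitted curve at half-maximal effect; plate controls were vehicle for no effect and reference inhibitor for full effect; nearly all actives have a fitted effect of over 55% in size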
Target sequence (P08659 whole entry, looked up): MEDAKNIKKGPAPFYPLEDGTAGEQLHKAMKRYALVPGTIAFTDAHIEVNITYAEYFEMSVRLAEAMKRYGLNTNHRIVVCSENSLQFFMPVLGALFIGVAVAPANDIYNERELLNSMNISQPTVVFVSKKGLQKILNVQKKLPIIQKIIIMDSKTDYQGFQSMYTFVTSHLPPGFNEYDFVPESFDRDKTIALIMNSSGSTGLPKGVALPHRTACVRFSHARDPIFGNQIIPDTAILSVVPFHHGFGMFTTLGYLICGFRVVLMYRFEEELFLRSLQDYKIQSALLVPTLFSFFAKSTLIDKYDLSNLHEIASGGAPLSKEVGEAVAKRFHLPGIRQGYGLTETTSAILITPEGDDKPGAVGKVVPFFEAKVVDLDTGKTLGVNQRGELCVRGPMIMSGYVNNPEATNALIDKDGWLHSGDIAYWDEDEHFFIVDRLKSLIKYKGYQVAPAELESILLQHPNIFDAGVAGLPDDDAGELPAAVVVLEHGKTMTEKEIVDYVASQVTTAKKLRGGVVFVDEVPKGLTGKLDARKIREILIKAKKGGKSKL
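Biochemical qHTS of compounds, final roughly 60 µM downward over six points, against 10 nM purified firefly luciferase using Km concentrations of substrates (10 uM D-luciferin, 10 uM ATP) in Tris acetate pH 7.5 buffer; luminescence output.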
p53 reactivation: qHTS assay for re-activators of p53 using a Luc reporter | H1299 p53-A138V BP100-luciferase reporter, luminescence, 24 h | Potency, µM (top dose mostly 92.2 µM), inactives show top-dose activity change, positive = activation, hits mostly activators | 320,000 compounds, 0.063% hits | AID 504706, 2011; also: potency is read from the fitted curve at half-maximal effect; % of control where 0% means no effect; nearly all actives have a fitted effect of over 45% in size
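p53-null H1299 cells stably carrying temperature-sensitive p53-A138V and a BP100-luciferase reporter were pinned with compounds (4-point, 1:5 series) and held 24 hrs at 37 deg C. Luminescence was read 10 min after detection reagent.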
RORgamma inh: qHTS for inhibitors of ROR gamma transcriptional activity; Drosophila S2 Gal4-RORgamma UAS-luciferase reporter, 20 h; 310,000 compounds, 5.4% hits; AID 2551, 2010; Potency, µM (series often up to 53.6 µM), inactives show at the top dose activity change, negative = inhibition, hits mostly inhibitors; Nuclear receptor ROR-gamma (Mus musculus), P51450; also: potency is read from the fitted curve at half-maximal effect; % is scaled to controls: 0 for no effect and ±100 for the full control effect; nearly all actives have a fitted effect of over 60% in size
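Stable Schneider cell line, Gal4 DNA-binding domain fused to ROR gamma, UAS-luciferase. Cmpd 1 hr RT → CuSO4 700 uM final → 20 hr RT → luciferase reagent 10 min → luminescence.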
The depositor's hits bear a star; ? = inconclusive; nt = not tested or not shown; [ ] = dose if it differs, or a comment. Unless noted, calls follow the shape of the dose curve; as a rule, active = well fitted curve in the direction sought with a large enough effect; inconclusive = small, poorly fitted or top-dose-only effect, or another doubt; inactive = no such curve, though single readings can be large; an effect the other way counts as inactive or inconclusive.

SMILES	Menin MLL FP TR	NPC1 prom act	ELG1 genotoxic	Rab9 promoter act	PKM2 activator	Gal4-VP16 FLuc	BRCA1 expr up	Giardia kill	FLuc modulator	p53 reactivation	RORgamma inh
Cc1ccc(NCc2n[nH]c(=S)n2-c2ccccc2)c(C)c1	12%	-1%	21%	-10%	-13%	?	2%	3	?	-1%	1.8µM*
Cc1cc(C)n(CCNC(=O)c2cc(COc3ccc4ncccc4c3)on2)n1	nt	-4%	-5%	-7%	-1%	?	-4%	-5	-18%	-2%	?
Cc1ccc(Nc2cc(C(=O)NCCCN3CCOCC3)c3ccccc3n2)cc1C	9%	16%	0%	-4%	7%[0.46 µM]	-4%	30%	-2	12µM*	7%	-8%
COc1ccccc1N1CCN(C(=O)CSc2nc3ccccc3nc2N2CCCCC2)CC1	2%	-1%	-8%	2%	-20%	4%	-51%	29	0%	8%	-23%
CCCCn1c(N)c(N(CCC(C)C)C(=O)CSc2nnc(Nc3ccccc3)s2)c(=O)[nH]c1=O	?	0%	7%	1%	0%	-9%	20%	-3	24µM*	2%	9%
CCCCn1c(SCC(=O)N2CCCc3ccccc32)nc2c1c(=O)n(C)c(=O)n2C	-13%	-1%	-1%	-1%	11%	-2%	-10%	5	6%	2%	-20%
COC(=O)N/N=C1\CCCc2ccccc21	-6%	1%	0%	1%	-4%	1%	-3%	19	1%	8%	20%
Cn1c(C(=O)OCC(=O)NCc2ccco2)cc2sccc21	1%	1%	4%	-1%	?	6%	-10%	21	-20%	-2%	-1%[10 µM]
Cc1ccc(-c2cnc3ccccc3n2)cc1C	0%	?	?	23%	nt	?	36%	-17	0.54µM*	?	10µM*
COC(=O)/C(C#N)=C/c1c(N2CCN(c3ccccc3)CC2)nc2c(C)cccn2c1=O	-7%	1%	-9%	0%	nt	2%	-42%	21	-1%	-5%	-11%
O=c1[nH]c(CN2CCN(S(=O)(=O)c3ccc(Cl)cc3)CC2)nc2cc(Cl)ccc12	6%	-2%	-4%	-2%	0%	-6%	-26%	-7	0%	-4%	-9%
Cc1cc(C)n2[nH]c(=O)c(N=Nc3ccc(S(N)(=O)=O)cc3)c2n1	11%	0%	-1%	1%	0%	-7%	3%	35[activator]	0%	3%	-31%
COc1ccc(NC(=O)CSc2n[nH]c(C)c2[N+](=O)[O-])cc1	-18%	-3%	9%	-1%	-16%	5%	-14%	-13	?	0%	-1%
O=C(CCC(=O)c1ccc(F)cc1)NC1CCCN(Cc2ccccc2F)C1 (centres undefined)	-4%	-2%	-5%	-1%	-7%	6%	6%	-29	0%	3%	-10%[1.91 µM]
CCn1c(SCC(=O)N2CCC(C)CC2)nc2c1c(=O)n(C)c(=O)n2C	11%	-2%	-5%	5%	nt	-1%	-8%	4	-1%	2%	24%
C=CCSc1nc(=O)n2ccccc2n1	-22%	-2%	4%	-4%	-2%	-10%	22%	9	1%	1%	7%
COC(=O)c1cccc(NC(=O)Nc2ccc(Cl)cc2Cl)c1	nt	?	-2%	?	0%	6%	53%	-11	?	2%	21%
COc1cccc(CNC(=O)CCCn2c(=S)[nH]c3cc4c(cc3c2=O)OCO4)c1	nt	-1%	-2%	5%	nt	-1%	-8%	-4	0%	2%	-31%
Nc1nc(NC(=O)c2ccc(F)cc2)ns1	nt	4%	-6%	-1%	nt	nt	3%	16	-20%	?	nt
CC(C)OC(=O)Nc1ccc2c(c1)N(C(=O)CCN1CCN(CCO)CC1)c1ccccc1CC2	-20%	2%	8%	-6%	?	-18%	14%	15	?	-3%	-16%
COc1ccccc1CNC(=O)COC(=O)c1cnccn1	9%	8%	-1%	-4%	-2%	0%	0%	-11	-1%	-4%	-3%
CCCCn1c(N)c(N(CCOC)C(=O)c2cnccn2)c(=O)[nH]c1=O	nt	-1%	2%	-2%	nt	nt	2%	5	0%	5%	nt
Cn1cnnc1SCC(=O)c1c(N)n(Cc2ccccc2)c(=O)n(C)c1=O	13%	-1%	1%	1%	-3%	-9%	1%	6	-4%	4%	8%
Cc1ccc(-c2nc(NCc3ccco3)n(C(=O)c3ccco3)n2)cc1	6%	?	?	3.5µM*	4%	-6%	?	3	3%	16%	15%
CC(C)(C)NC(=O)C(=O)NCc1ccccn1	10%	-4%	0%	-2%	4%	-12%	42%	-5	8%	5%	-37%
SMILES	Menin MLL FP TR	NPC1 prom act	ELG1 genotoxic	Rab9 promoter act	PKM2 activator	Gal4-VP16 FLuc	BRCA1 expr up	Giardia kill	FLuc modulator	p53 reactivation	RORgamma inh
CC(=O)Nc1ccc(N/C=C(\C=O)c2nc3ccccc3o2)cc1	13%	-2%	1%	19%	-2%	-2%	-36%	14	6%	1%	1%
Cc1ccc(C(=O)Nn2cnnc2)c(Cl)c1	0%	-6%	4%	0%	0%	-2%	-9%	18	4%	nt	-3%
Clc1ccc(COc2cccc(CNCc3ccncc3)c2)cc1	?	-3%	-1%	-12%	4%	?	-15%	2	3%	-4%	?
CC(Sc1ncccn1)C(=O)N1CCc2ccccc21 (centres undefined)	nt	-9%	0%	-4%	nt	nt	24%	10	5%	3%	nt
COc1ccc(OC)c(C(c2nnnn2CCc2ccccc2)N2CCN(c3ccccc3)CC2)c1 (centres undefined)	-5%	5%	0%	2%	-3%	4%	-35%	-3	-1%	3%	0%[10 µM]
CCc1ccc(NC(=O)[C@H](C)NC(=O)C2CCN(C(=O)[C@@H](NC(=O)OC(C)(C)C)C(C)C)CC2)cc1	?	18%	7%	15%	nt	6%	4%	20	21µM*	-2%	16%
CC(C)(C)c1[nH]nc2c1C(c1ccc(OC(=O)c3ccco3)cc1)C(C#N)=C(N)O2 (centres undefined)	nt	-1%	-6%	-1%	-8%	4%	7%	-6	-8%	-3%	36%
CC(=O)c1cccc(N=C2NC(=O)CS2)c1	7%	2%	-1%	3%	0%	9%	-9%	11	1%	-2%	-12%
O=C(Cn1ncc(Cl)c(Cl)c1=O)NCC1CCCCC1	2%	-17%	-17%	-43%[inhibitor]	-3%	?	-87%	-9	?	-34%[inhibitor]	?
Nc1c(Cl)cc(C2=NCCn3nc4ccccc4c32)cc1Cl	nt	1%	4%	-7%	nt	nt	-41%	-4	-10%	-7%	nt
O=C(Nc1c(C(=O)O)[nH]c2ccccc12)NC1CCCCC1	9%	12%	-5%	0%	-3%	4%	-17%	-3	?	2%	17%
Nc1cc(CN2C(=O)c3ccccc3C2=O)cc(Cl)c1O	?	1%	0%	-2%	23%	8%	25%	7	-14%	3%	?
O=c1c2c3c(sc2ncn1Cc1ccc(F)cc1)CCC3	33%[activator]	-4%	0%	5%	6%	1%	1%	4	0%	3%	-1%
O=C(NNC(=O)c1ccccc1O)c1ccc(S(=O)(=O)Nc2ccccc2)cc1	nt	-2%	-4%	-13%	nt	nt	-73%	8	0%	-1%	nt
CCOC(=O)C1=C(N)OC2=C(C(=O)CC(C)C2)C1c1cccnc1 (centres undefined)	6%	-3%	5%	-7%	4%	-12%	-18%	-11	?	1%	?
O=C(Nc1ccc2c(c1)nc1n2CCOC1)c1ccccc1	-19%	2.2µM*	?	3.2µM*	-11%	-4%	60%	-19	15µM*	9%	-21%
CCc1ccc(NC(=O)c2noc3c2CCC3)cc1	4%	1µM*	0.82µM*	0.56µM*	-14%	?	-82%[inhibitor]	-23	0.67µM*	15%	?
O=C(COc1ccc(N2C(=O)c3ccccc3C2=O)cc1)c1ccccc1	?	0%	0%	-2%	-2%	-4%	-4%	-16	-11%	4%	-2%
O=C1NCC(COCc2ccco2)O1 (centres undefined)	11%	3%	0%	-5%	2%	-6%	-7%	-8	2%	0%	-11%
Clc1ccc(-c2csc(Nc3ccccc3)[n+]2Cc2ccco2)c(Cl)c1	2%	?	10%	2.8µM*	0%	-5%	?	-28	12µM*	11%	17%
CN(CC(=O)Nc1c(Cl)cccc1Cl)C(=O)CNC(=O)c1ccco1	nt	-3%	-2%	-2%	nt	nt	-4%	-25	0%	4%	nt
COc1cc(NC(=O)CSc2nccc(C)n2)c(C)cc1[N+](=O)[O-]	?	12%	5%	7%	-1%	2%	13%	8	-14%	-3%	34%
CC(=O)NS(=O)(=O)c1ccc(NC(=O)c2cc3c(=O)n4ccccc4nc3s2)cc1	nt	-1%	2%	-4%	-11%	-4%	-23%	5	-13%	-3%	14%
O=C(Nc1ccc(Cl)cc1)N1CCCC(Cn2cccc2)C1 (centres undefined)	nt	-2%	2%	-2%	-3%	5%	0%	-7	?	3%	29%

High-throughput results deposited in PubChem BioAssay by National Center for Advancing Translational Sciences (NCATS).

Not all compounds are listed; the hit share may differ from the screen's.
